Screening results as filed in PubChem.
SENP8 block = blocks the human protease SENP8; Q96LD8; purified SENP8, Z-RLRGG-aminoluciferin cleavage, luminescence; inhibition, % at 10 µM; hit rate 1.2% among 330,000
Gli-Sufu antag = blocks Gli-Sufu signaling in a luciferase reporter | Sufu-KO-LIGHT fibroblasts, Gli luciferase reporter luminescence | inhibition, % at 5 µM | hit rate 0.74% among 340,000;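 active means inhibition above about 55%, limit read from the data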;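 further: 0% = DMSO-treated cells and 100% = wells with medium but no cells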
SENP7 block = inhibitors of human SENP7 protease; AID 434973; Q9BQF6; recombinant SENP7, Z-RLRGG-aminoluciferin luminescence, 40 min; inhibition, % at 5 µM; hit rate 1.5% among 330,000;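 active means inhibition above about 50% at the single test dose, limit read from the data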;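 further: plate controls were DMSO with enzyme for no effect and no enzyme buffer wells for full effect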
HKDC1 inh = blocks human hexokinase HKDC1 activity; recombinant HKDC1, G6PDH/diaphorase resazurin coupled fluorescence; inhibition, % at 20 µM; hit rate 0.16% among 340,000;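 active means inhibition above about 35% when tested at 20 µM, limit read from the data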;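 further: plate controls were DMSO wells with enzyme for no effect and DMSO wells lacking enzyme for full effect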
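test system = in-house recombinant HK5 (HKDC1) enzyme | amount = HKDC1 at 5 µg/mL | control set = DMSO-enzyme wells negative, buffer-substituted wells positive | compound = one dose of 20 µM, 1% DMSO | schedule = reaction time 90 min, room temperature, protected from light | technique = resorufin fluorescence at 613 nm | reagent = glucose with 1 mM ATP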
697 NFkB inh = lowers PMA/ionomycin-induced NF-kB signal in 697 B cells; inhibition, % at 4 µM; hit rate 0.33% among 330,000; AID 435022; 697 B-cell NF-kB luciferase reporter, 16 h; in the data active means inhibition above about 35%
UBC13 polyUb = human UBC13 polyubiquitination inhibition. UBC13 polyubiquitin chain formation, TR-FRET. AID 485273. inhibition, % at 20 µM. hit rate 0.47% among 330,000. P61088; in the data active means inhibition above about 45%, passing the limit was not always enough
Jurkat NFkB inh = inhibitors of the PMA/ionomycin-induced NF-kB reporter in Jurkat cells; PMA/ionomycin-induced NF-kB luciferase reporter, luminescence; inhibition, % at 4 µM; hit rate 0.53% among 330,000; AID 435003
Apaf-1 inh = human Apaf-1 inhibition; O14727; reconstituted apoptosome caspase-3 activity, DEVD-Rh110 fluorescence; inhibition, % at 20 µM; hit rate 0.71% among 330,000; active means inhibition of at least 40% at 20 µM;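 further: plate controls were DMSO wells for no effect and DEVD-CHO caspase inhibitor wells for full effect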
Target sequence (O14727 whole entry, looked up): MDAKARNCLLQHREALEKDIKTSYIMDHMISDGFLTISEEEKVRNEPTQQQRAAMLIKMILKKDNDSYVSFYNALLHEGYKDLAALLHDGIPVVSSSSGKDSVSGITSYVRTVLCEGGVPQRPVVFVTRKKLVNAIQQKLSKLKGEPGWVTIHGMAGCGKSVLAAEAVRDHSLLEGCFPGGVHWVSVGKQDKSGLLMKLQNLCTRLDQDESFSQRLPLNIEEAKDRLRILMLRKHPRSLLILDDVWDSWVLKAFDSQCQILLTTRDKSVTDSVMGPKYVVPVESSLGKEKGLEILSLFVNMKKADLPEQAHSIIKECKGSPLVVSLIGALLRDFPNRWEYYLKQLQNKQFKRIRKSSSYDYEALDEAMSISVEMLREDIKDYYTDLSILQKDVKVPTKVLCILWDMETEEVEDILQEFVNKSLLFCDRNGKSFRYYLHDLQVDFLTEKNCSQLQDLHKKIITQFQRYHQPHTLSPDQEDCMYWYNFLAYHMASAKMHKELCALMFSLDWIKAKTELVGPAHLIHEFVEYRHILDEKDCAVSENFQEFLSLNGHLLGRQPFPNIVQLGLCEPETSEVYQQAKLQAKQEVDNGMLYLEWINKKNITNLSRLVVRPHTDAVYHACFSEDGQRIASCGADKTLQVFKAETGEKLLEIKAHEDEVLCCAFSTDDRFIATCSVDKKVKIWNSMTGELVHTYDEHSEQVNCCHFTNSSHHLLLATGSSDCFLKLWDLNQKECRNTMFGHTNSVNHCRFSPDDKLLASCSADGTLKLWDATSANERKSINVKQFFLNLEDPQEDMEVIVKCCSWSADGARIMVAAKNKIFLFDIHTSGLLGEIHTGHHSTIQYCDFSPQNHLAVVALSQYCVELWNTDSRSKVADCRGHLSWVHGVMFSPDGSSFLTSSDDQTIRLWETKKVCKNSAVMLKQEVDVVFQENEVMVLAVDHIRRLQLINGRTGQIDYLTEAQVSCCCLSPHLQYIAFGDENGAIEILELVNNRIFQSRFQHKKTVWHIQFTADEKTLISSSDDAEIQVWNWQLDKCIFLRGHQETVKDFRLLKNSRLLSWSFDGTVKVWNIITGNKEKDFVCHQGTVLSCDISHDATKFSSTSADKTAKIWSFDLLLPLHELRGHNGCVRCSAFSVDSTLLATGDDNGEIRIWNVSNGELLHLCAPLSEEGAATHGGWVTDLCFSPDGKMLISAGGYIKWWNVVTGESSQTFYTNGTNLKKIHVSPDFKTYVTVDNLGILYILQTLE
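System: reconstituted apoptosome with Apaf-1, cytochrome c, caspase-9, procaspase-3, dATP; Signal: Rh110 fluorescence intensity; Schedule: 30 min compound preincubation, 50 min activation, room temperature; Reagent: cytochrome c trigger plus (Z-DEVD)2-Rh110 caspase-3 substrate.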
Starred values were filed as active, the others as inactive; / = not tested or not shown. Unless noted, no stated cut-off is given here; in the data, active means inhibition above about 50%; inactive means the rest. Rows were taken by chance. Share with any hit: about 3.6%.

Compound	SENP8 block	Gli-Sufu antag	SENP7 block	HKDC1 inh	697 NFkB inh	UBC13 polyUb	Jurkat NFkB inh	Apaf-1 inh
c1cc2c(cc1C1CCCCC1)c1c3n2CCN=C3CCC1	-8.0	0.9	-0.2	-6.4	-31.2	33.6	1.2	31.4
O=C(Cn1cnc2c(nnn2Cc2ccc(Cl)cc2)c1=O)NCC1CCCO1 (stereo not given)	-6.4	-1.6	5.2	-12.0	18.9	1.0	11.6	-10.7
Cc1cc(C)c(O)c(NC(=S)NC(=O)Cc2ccccc2)c1	-0.2	11.6	-11.6	5.1	-34.5	-1.5	-5.0	-0.2
COC(=O)C1CC(=O)N(c2ccc(C)cc2)C1 (stereo not given)	9.3	1.8	6.1	-10.0	-0.9	1.7	5.6	5.8
Cc1cccc(NC(=O)c2cccc(N3C(=O)C4CCC(C)CC4C3=O)c2)c1C (stereo not given)	-3.7	-5.7	10.7	-4.5	-3.1	-10.3	1.6	-2.9
O=C1C2=C(NC(=S)NC2c2ccc(Cl)cc2)NC(c2ccc(Cl)cc2)N1c1ccc(Cl)cc1 (stereo not given)	-10.5	-2.5	-9.9	9.0	-10.2	1.4	-7.9	29.4
COc1ccccc1N(C)S(=O)(=O)c1ccc(C(=O)OCC(=O)N(C(C)C)C(C)C)cc1	-2.9	0.1	-10.8	-2.9	-2.7	-9.6	-8.2	7.6
COc1ccc(NC(=O)C(=O)NCCCO)cc1Cl	-14.2	-7.7	-1.4	-7.6	10.4	4.5	-15.5	-20.5
CCOCCOC(=O)COc1ccc(N2C(=O)c3ccccc3C2=O)cc1	-6.7	/	-3.4	/	-20.0	-2.3	10.4	-3.5
O=C(OCCOCCN=C1NS(=O)(=O)c2ccccc21)c1ccc(F)cc1	2.4	-8.2	-1.4	-2.6	-5.3	-0.2	-0.3	6.9
COCCNC(=S)N/N=C(\C)c1ccc(OC(F)F)cc1	-2.6	0.2	-5.9	-7.5	-5.8	16.8	1.6	-8.1
Cc1ccc(NC(=O)CSc2nnc(-c3ccccc3Br)o2)cc1C	2.3	5.7	-2.4	0.8	6.0	2.4	-9.7	15.9
COc1cc(C(=O)NCC(=O)NCC2COc3ccccc3O2)cc(OC)c1OC (stereo not given)	-4.9	18.6	-0.2	0.1	-9.6	-0.9	9.0	-1.7
COC(=O)C1CCN(C(=O)Cc2c(OC)ccc3cc(Br)ccc23)CC1	-7.2	4.7	-6.8	-4.2	9.4	-13.0	-4.4	4.7
CCOC(=O)c1ccc(NC(=O)c2ccc[n+]([O-])c2)cc1	-5.2	57.8*	0.6	-6.7	-34.8	3.5	-44.3	2.3
COc1ncnc(NS(=O)(=O)c2ccc(N)cc2)c1OC	2.9	-0.8	11.3	-3.4	14.1	2.7	1.1	-14.6
Cc1ccc(-c2csc(/C(C#N)=C(\O)CN3CCN(C(=O)c4ccco4)CC3)n2)cc1	-3.0	2.9	1.8	-3.4	22.6	-3.8	-8.4	-5.0
COc1ccc(CCNC(=O)c2ccc3c(c2)SC2=NS(=O)(=O)CCN23)cc1	-12.6	2.5	-4.1	2.5	17.8	-5.6	1.0	-14.5
COc1ccc(NC(=O)C2CCN(C(=O)Cc3ccccc3)CC2)cc1OC	-9.4	-3.8	-11.8	-2.0	8.0	-10.6	8.3	-3.4
O=C(c1ccccc1)N1CCN(C(=S)NCc2ccc3c(c2)OCO3)CC1	1.9	-12.1	1.7	13.3	5.8	-3.1	4.0	-2.1

Compound	SENP8 block	Gli-Sufu antag	SENP7 block	HKDC1 inh	697 NFkB inh	UBC13 polyUb	Jurkat NFkB inh	Apaf-1 inh
Cc1ccc(CNC(=O)C2CCC(=O)N(Cc3ccc(Cl)cc3)C2)cc1F (stereo not given)	-6.4	-3.7	-1.5	-2.0	2.7	2.4	10.9	7.4
CCn1c(SCC(=O)Nc2ccc(S(N)(=O)=O)cc2)nnc1-c1cccc(OC)c1	-7.9	0.7	4.3	-6.4	11.7	7.7	14.8	4.5
Cc1ccc(NC(=O)Nc2ccccc2F)cc1S(=O)(=O)N1CCOCC1	9.5	0.7	4.7	0.1	-4.2	3.5	0.8	2.9
O=C(CNC1CCCC1)Nc1ccc(N2CCCCCC2)cc1	-2.4	23.8	-0.8	11.4	7.7	12.7	0.4	-1.9
C(=N\Nc1nc(N2CCCCCC2)nc(N2CCCCCC2)n1)/c1ccccc1	-4.1	4.5	6.4	-0.9	1.1	-2.6	-1.4	25.0
CC1=C(C(=O)Nc2cc(C(=O)N(C)Cc3ccccc3)ccc2C)SCCO1	-2.5	0.3	-3.1	1.4	-3.0	-1.9	-1.7	-4.8
CCOC(=O)Cc1csc(SC(C)C(=O)NC2CCCCC2C)n1 (stereo not given)	3.8	-5.8	4.8	-0.6	12.7	2.7	-9.9	0.7
CC1(C)CC(NC(=O)c2ccc(Cl)c(S(=O)(=O)N(Cc3ccccc3)c3ccccc3)c2)CC(C)(C)N1	-12.3	17.3	-7.9	1.9	3.7	29.5	70.6*	39.1
CC(C)CCC1(CCNC(=O)c2cccs2)CCOC(C)(C)C1 (stereo not given)	-5.6	14.1	-6.7	-2.1	-1.3	2.1	-1.8	-7.2
Cc1ccc(C)n1C1CCS(=O)(=O)C1 (stereo not given)	-6.5	-9.2	-4.3	-4.6	-48.9	-12.6	-6.7	6.1
O=C(c1cc2ccccc2cc1O)N1CCN(c2cccc(Cl)c2)CC1	-15.4	-6.1	-16.4	8.0	0.7	-5.4	1.8	27.4
COc1cccc(N=Cc2ccc(O)cc2O)c1	-1.9	0.7	-3.4	9.8	1.2	-13.2	-2.0	-13.2
Brc1ccc(OCCN2CCOCC2)cc1	3.2	15.8	-1.6	-10.2	11.0	-3.3	6.5	-6.3
C[n+]1c2n(c3ccccc31)N=C(c1ccc(Br)cc1)CS2	-5.4	67.8*	-7.0	-25.0	-19.1	-3.7	1.0	1.4
O=C(O)CCC(=O)N1CCCC1	3.6	-3.4	3.7	-8.6	14.9	11.0	7.8	-20.6
O=C(CCC1CCCN(Cc2cccc3c2OCO3)C1)NCc1ccc(F)c(F)c1 (stereo not given)	0.4	37.9	4.5	-1.4	-6.7	8.4	1.8	-1.9
COc1ccc(-c2c(C#Cc3ccsc3)c3cc(-c4ccc(OC)nc4)ccc3n2C)cc1	1.9	18.7	-1.0	-0.5	-7.6	19.0	-4.4	0.5
Fc1ccccc1CNc1cc(Cl)cc(Cl)c1	-2.2	-4.6	4.4	2.9	22.2	5.3	-4.5	7.2
CSc1nc2ccc3nc(NC(=O)c4ccccc4)sc3c2s1	8.5	-58.8	44.1	-3.0	-77.9	16.5	-94.3	-2.2
CC(C)(C)C1(O)CC(C(F)(F)F)=NN1C(=O)CCc1ccccc1 (stereo not given)	-10.6	-6.5	-5.7	0.6	-0.4	0.2	0.0	11.9

Compound profiles, as listed above. Screens in order: SENP8 block	Gli-Sufu antag	SENP7 block	HKDC1 inh	697 NFkB inh	UBC13 polyUb	Jurkat NFkB inh	Apaf-1 inh
Results for `CC(C)CCC1(CCNC(=O)c2cccs2)CCOC(C)(C)C1` (stereo not given) = -5.6	14.1	-6.7	-2.1	-1.3	2.1	-1.8	-7.2
Results for `Cc1ccc(C)n1C1CCS(=O)(=O)C1` (stereo not given) = -6.5	-9.2	-4.3	-4.6	-48.9	-12.6	-6.7	6.1
Results for `CSc1nc2ccc3nc(NC(=O)c4ccccc4)sc3c2s1` = 8.5	-58.8	44.1	-3.0	-77.9	16.5	-94.3	-2.2
Results for `COc1cccc(N=Cc2ccc(O)cc2O)c1` = -1.9	0.7	-3.4	9.8	1.2	-13.2	-2.0	-13.2

The listing continues.
Compound	SENP8 block	Gli-Sufu antag	SENP7 block	HKDC1 inh	697 NFkB inh	UBC13 polyUb	Jurkat NFkB inh	Apaf-1 inh
O=[N+]([O-])c1ccc(N2CCN(Cc3ccccc3)CC2)s1	1.8	52.2	-0.3	-0.8	-32.7	-220.9	-15.5	9.2
CCN(CCO)c1ncnc2onc(-c3ccc(F)cc3)c12	-2.8	18.3	-4.8	-5.7	-6.1	-1.2	-0.2	-1.2
NC(=O)c1cnn(Cc2ccc(Cl)cc2)c1N	-9.6	5.3	-4.0	-4.2	-6.8	-9.8	0.9	11.3
COc1cc(OC)c(S(=O)(=O)Nc2ccccc2NC(=O)CN2CCOCC2)cc1NC(C)=O	-0.4	4.6	6.9	-8.5	13.4	10.0	13.5	-0.2
COc1ccc(C2Nc3cccc4cccc(c34)N2)cc1Br	-8.1	15.7	-3.0	11.1	-34.9	-18.6	19.8	17.2
O=c1cc(-c2ccccc2)oc2cc(OCc3ccccc3)cc(O)c12	-0.2	1.4	3.9	-16.6	-1.2	-7.3	17.0	10.2
COc1cc(NC(=O)Cn2cnc3c(OCc4ccccc4)ncnc32)cc(OC)c1OC	0.6	-2.7	-3.6	-3.1	5.7	21.8	10.2	-5.3
COc1ccc2cc(CCNC(=O)CCc3ccccc3)c(=O)[nH]c2c1	-3.2	6.7	10.4	5.6	-19.0	-9.7	-6.1	-13.6
CC(C)NS(=O)(=O)c1ccc(NC(=O)C2CCCCC2)cc1	-2.8	-8.1	-6.0	-2.9	-34.4	-9.1	-4.0	2.2
O=C(CCN1C(=O)/C(=C/c2ccccc2F)SC1=S)NC1C=CS(=O)(=O)C1 (stereo not given)	6.0	21.2	6.0	0.8	-26.6	-17.1	-19.7	5.6
CSCCC1NC(=O)N(CC(=O)Nc2c(Cl)cc(Cl)cc2Cl)C1=O (stereo not given)	-8.1	-7.8	4.5	-1.7	14.1	5.1	4.4	-11.0
COc1ccc(OCCOc2ccc(C)nc2[N+](=O)[O-])cc1	-13.4	-33.1	-5.2	13.1	-47.2	-0.8	-40.0	-1.8
COc1ccc(CCN2C(=O)C(O)=C(C(C)=O)C2c2ccccc2OC)cc1OC (stereo not given)	0.0	-5.7	-8.1	8.7	0.2	-7.9	1.4	1.9
CC(C)(C)NC(=O)CCn1nc(-c2ccc(Cl)cc2)c2ccccc2c1=O	-2.8	10.4	1.1	0.5	-2.4	0.9	-14.5	3.2
CCN(C(=O)C1CC1)C1CCS(=O)(=O)C1 (stereo not given)	-7.6	-3.2	-10.5	4.0	4.2	-3.5	-3.8	1.5
COc1cc(/C=C2/SC(=S)N(Cc3ccccc3)C2=O)ccc1OCC(=O)O	-11.7	0.9	-5.2	9.3	7.5	-32.6	7.7	20.7
CCOC(=O)c1ccc(NC(=O)c2ccnn2C)cc1	59.4*	-44.8	58.5*	-0.7	-18.3	-2.7	-25.6	-6.8
CCCCN(C(=O)c1ccco1)C1CCS(=O)(=O)C1 (stereo not given)	6.6	-5.2	-5.6	5.6	0.2	4.5	-5.3	3.7
CCN(C(=O)COC(=O)CCC1CCCC1)c1c(N)n(Cc2ccccc2)c(=O)[nH]c1=O	4.3	2.8	0.4	-5.3	23.6	0.0	6.0	5.2
O=C(c1cc(Cl)nc2ccccc12)N1CCCCC1	2.1	-2.8	3.1	-3.3	-18.2	-3.3	-5.6	-11.1

Compound	SENP8 block	Gli-Sufu antag	SENP7 block	HKDC1 inh	697 NFkB inh	UBC13 polyUb	Jurkat NFkB inh	Apaf-1 inh
COc1ccc(NC2CCCN(C(=O)COc3ccc(Cl)cc3C)C2)cc1OC (stereo not given)	-0.2	9.7	1.2	8.0	16.9	3.6	-10.8	18.7
C/C(CC(=O)NCc1ccccc1)=N\NC(N)=S	0.8	1.4	-7.8	15.3	6.5	4.8	-0.4	0.3
COC(=O)CN1C(=O)C2(OCCCO2)c2ccccc21	5.0	1.1	8.4	-6.9	-1.2	-8.7	-4.8	-3.2
COC(=O)C1=C(C(=O)OC)[C@@H]2N(C)c3ccccc3[C@@]23C[C@@H](C(=O)OC)N(C(=O)CC(C)C)C3=N1	-6.9	1.5	-3.0	1.4	9.3	7.0	18.2	18.2
COC(=O)c1ccc(-n2c(CCC(=O)O)ccc2-c2ccccc2)cc1	0.2	-15.1	4.1	-0.1	-1.7	-3.1	-5.6	6.6
